# IEC-6 cytotox: kills IEC-6 intestinal cells in KLF5 counter-screen | IEC-6 cytotoxicity, luminescence viability | inhibition, % at 5 µM | 290,000 tested, 0.78% active | AID 1825; in the data active = inhibition above about 22%;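 note: 0% = plate median of test compound wells and 100% = cytotoxic reference compound wells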
# aSyn 5UTR inh: 5' untranslated region of α-synuclein, MLPCN primary screen; 300,000 tested, 0.82% active; alpha-synuclein 5'UTR reporter, inhibitor activity; inhibition, % (tested at 7.5 µM); AID 1813; in the data active = inhibition above about 60%;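 note: H4 neuroglioblastoma cells stably carrying SNCA 5'UTR luciferase fusion; 0% = DMSO wells and 100% = positive control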
# GSK3B inh: inhibitors of human GSK3beta kinase; activity score (negative = inhibition), % at 10 µM; GST-GSK3beta kinase, ADP-Glo luminescence, 60 min; hits give low values; AID 2097; 300,000 tested, 0.038% active;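 active = more than half of replicate wells score below -50%, meaning over 50% inhibition versus plate controls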;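 note: 0% = median DMSO wells and -100% = median GW8510 positive control wells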
# Target sequence (P49841 whole entry, looked up): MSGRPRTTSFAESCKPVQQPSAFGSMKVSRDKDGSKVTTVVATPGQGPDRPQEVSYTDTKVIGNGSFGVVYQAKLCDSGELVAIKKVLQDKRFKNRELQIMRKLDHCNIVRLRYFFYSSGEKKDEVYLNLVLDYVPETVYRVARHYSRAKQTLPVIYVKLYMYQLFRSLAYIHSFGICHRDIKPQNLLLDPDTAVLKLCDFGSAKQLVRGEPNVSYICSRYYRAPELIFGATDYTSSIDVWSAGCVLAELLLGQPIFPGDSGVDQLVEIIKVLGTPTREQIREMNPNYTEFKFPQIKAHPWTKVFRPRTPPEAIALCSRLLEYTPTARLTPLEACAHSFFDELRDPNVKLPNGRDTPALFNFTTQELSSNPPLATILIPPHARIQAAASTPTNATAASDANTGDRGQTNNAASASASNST
#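 Test system: GST-tagged human GSK3beta kinase, cell-free; evaluation: activity score scaled between in-plate DMSO and GW8510 controls; measured by: ADP-Glo luminescence; incubation: 60 min reaction, RT; benchmarks: DMSO and 20 µM GW8510; reagent: peptide substrate plus 25 µM ATP (final); medium: Tris/MgCl2 kinase buffer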
# HIF act: HIF pathway transcriptional activation. activation, % at 7.5 µM (by protocol). 300,000 tested, 0.32% active. U2OS HRE-luciferase reporter, luminescence; normalized: DMSO 0%, desferrioxamine 100%. AID 1910;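 active = mean activation of at least 10% of the iron chelator positive control signal, with at least half of replicates also reaching 10%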
# GSK3A inh: blocks human GSK-3 alpha kinase | ADP-Glo luminescence, 60 min | inhibition, % at 10 µM | 320,000 tested, 0.1% active;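 in the data active = inhibition above about 50%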;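 note: GST-tagged GSK-3 alpha with peptide substrate and 25 µM ATP; 0% = DMSO neutral wells and 100% = GW8510 positive control wells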
# AI-2 QS mod: Vibrio harveyi AI-2 quorum sensing modulation | Vibrio harveyi JMH597 AI-2 luminescence/OD600 ratio, 9 h; hits give low values; strain lacks LuxN and CqsS sensors; 0 = neutral-control median | activity change, % at 7.5 µM | 300,000 tested, 0.4% active | AID 2094; in the data active = activity change below about -75%, passing the limit was not always enough;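 note: luminescence divided by OD600 gain over 9 h not by final OD600 alone; inactives centre near 13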
# HSF1 activator: increases HSF-1 driven luciferase reporter signal; NIH3T3-HGL HSF-1 luciferase reporter, MG132, 8 h; 100% = twice DMSO control signal; activation, % at 9 µM; 300,000 tested, 1.7% active; AID 504408;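 active = mean replicate activation of at least 50% with a set share of replicates each reaching 50%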;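 note: 0% = median of the neutral control wells and 100% = twice that signal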
# HSP90 inh: inhibitors of HSP90 luciferase refolding in rabbit reticulocyte lysate; inhibition, % at 5.6 µM; 290,000 tested, 0.91% active; luciferase refolding luminescence, 3 h; AID 1789;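 active = inhibition above the screen-wide mean plus 3 SD, computed separately per campaign, cut at about 16% in these data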;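 note: 0% = DMSO wells and 100% = 60 µM geldanamycin wells; inhibitors lower the luminescence because luciferase stays unfolded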
# KLF5 inh: inhibitors of KLF5 expression; DLD-1 KLF5 promoter-luciferase reporter, luminescence; inhibition, % at 5 µM; 290,000 tested, 0.23% active; AID 1700;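 active = inhibition above a per-plate limit of that plate's mean compound inhibition plus 3 SD, cut at about 60% in these data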;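 note: 0% = DMSO wells and 100% = LY294002 at 200 µM; higher means less KLF5 promoter-driven luciferase light; inactives centre near -14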
# HSF1 inh: HSF1 inhibition | NIH3T3-HGL HSE-luciferase, MG132-induced, luminescence 8 h; hits give low values | activity change, negative = inhibition, % at 7.5 µM (by protocol) | 300,000 tested, 0.77% active;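 active = more than half of replicate wells show activity change below -50%, luminescence cut by over half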;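 note: luciferase reports HSF-1 transcriptional activity via heat shock element; 0% = median of DMSO wells and -100% = zero luminescence signal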
# The depositor's hits bear a star; / = not tested or not shown.
# The opening six records (preview)
# Results follow in this order: IEC-6 cytotox	aSyn 5UTR inh	GSK3B inh	HIF act	GSK3A inh	AI-2 QS mod	HSF1 activator	HSP90 inh	KLF5 inh	HSF1 inh
1: Cc1cccc(C)c1NC(=O)COc1cccc(/C=N/NC(=O)C(=O)NCc2ccccc2)c1
    -5	-1	-3	3.4	/	0	2	2	-32	-12
2: CCc1cccc(NC(=O)C2CCN(S(=O)(=O)c3ccc4c(c3)NC(=O)CO4)CC2)c1
    -1	12	3	-0.2	-4	27	0	2	-16	3
3: O=C(Nc1ncc(Cc2ccc(SC(F)F)cc2)s1)c1ccccc1
    1	68*	0	1.0	-3	24	21	2	3	15
4: Cc1ccc2c(c1)NC(=O)C(CC(=O)NCCCN1CCc3ccccc3C1)O2 (stereo unspecified)
    -2	-20	0	0.1	-1	20	11	-4	-23	-3
5: CC(C)NC(=S)N1CCN(C/C=C/c2ccccc2)CC1
    -5	-6	1	0.2	-2	7	7	0	-5	0
6: c1ccc(COc2ccc(CNCc3cccs3)cc2)cc1
    8	-53	-5	0.8	-2	33	19	2	3	-2

# All compounds of this part, previewed entries included:
# Results follow in this order: IEC-6 cytotox	aSyn 5UTR inh	GSK3B inh	HIF act	GSK3A inh	AI-2 QS mod	HSF1 activator	HSP90 inh	KLF5 inh	HSF1 inh
1: Cc1cccc(C)c1NC(=O)COc1cccc(/C=N/NC(=O)C(=O)NCc2ccccc2)c1
    -5	-1	-3	3.4	/	0	2	2	-32	-12
2: CCc1cccc(NC(=O)C2CCN(S(=O)(=O)c3ccc4c(c3)NC(=O)CO4)CC2)c1
    -1	12	3	-0.2	-4	27	0	2	-16	3
3: O=C(Nc1ncc(Cc2ccc(SC(F)F)cc2)s1)c1ccccc1
    1	68*	0	1.0	-3	24	21	2	3	15
4: Cc1ccc2c(c1)NC(=O)C(CC(=O)NCCCN1CCc3ccccc3C1)O2 (stereo unspecified)
    -2	-20	0	0.1	-1	20	11	-4	-23	-3
5: CC(C)NC(=S)N1CCN(C/C=C/c2ccccc2)CC1
    -5	-6	1	0.2	-2	7	7	0	-5	0
6: c1ccc(COc2ccc(CNCc3cccs3)cc2)cc1
    8	-53	-5	0.8	-2	33	19	2	3	-2
7: NC(=S)N/N=C\c1ccc(-c2cccc(Cl)c2Cl)o1
    12	42	-1	0.5	-3	8	2	4	-13	0
8: COc1ccc(S(=O)(=O)NCc2ccccn2)cc1NC(=O)c1ccccc1F
    76*	52	2	-0.2	0	22	-31	-4	64*	-15
9: O=C(c1ccc(S(=O)(=O)N2CCOCC2)cc1)N1CCN(c2ccccn2)CC1
    12	/	3	/	-2	10	/	0	-16	/
10: Cc1ccc(-c2csc(N3CCN(c4ccc5nc(-c6ccncc6)n(CCN6CCCCC6)c5c4)CC3)n2)cc1
    0	-3	1	-0.1	-3	1	-9	-2	-5	5
11: O=C(CN1CCc2ccccc21)NCc1ccc2c(c1)OCO2
    -1	-40	0	0.1	-4	20	22	2	-21	7
12: CC(=O)Nc1ccc(NC(=O)[C@@H](NC(=O)c2cccc(C)c2)C(C)C)cc1
    -5	15	-1	0.2	2	13	29	-3	-4	1
13: CC1(C)C=Cc2c(c3c(c4c(=O)c(-c5ccc(O)cc5)coc24)OC(C)(C)CC3)O1
    3	45	0	0.4	-1	36	0	1	-21	6
14: Cc1ccccc1-n1nc(C(=O)c2cccs2)cc(-c2nc3ccccc3[nH]2)c1=N
    -3	18	4	-0.1	0	23	3	2	-6	-4
15: Cc1ccccc1NC(=O)CC1SC(=Nc2ccc(O)cc2)NC1=O (stereo unspecified)
    5	-9	3	-0.1	-2	16	1	0	-28	2
16: C=COC(=O)CSc1nc(-c2cccs2)ccc1C#N
    -10	/	/	/	0	/	/	33*	-57	/
17: CC(OC(=O)CC1CCCCC1)C(=O)Nc1cccc(C#N)c1 (stereo unspecified)
    /	5	2	-31	-2	5	17	/	/	7
18: CC(C)(C)NC(=O)Cn1c(Cl)nc2ccccc21
    0	-16	-2	0.0	-1	19	-16	4	-4	-1
19: CCn1ncc(CNC(=O)c2cccc([N+](=O)[O-])c2)c1C
    -6	3	1	-0.1	-4	26	3	0	-23	-4
20: Cc1csc2ncc(C(=O)N3CCCc4ccccc43)c(=O)n12
    -4	-2	-1	-0.3	-1	16	3	-2	5	-1

# Structural class: the entries above containing two or more sulfur atoms (two)
# Results follow in this order: IEC-6 cytotox	aSyn 5UTR inh	GSK3B inh	HIF act	GSK3A inh	AI-2 QS mod	HSF1 activator	HSP90 inh	KLF5 inh	HSF1 inh
3: O=C(Nc1ncc(Cc2ccc(SC(F)F)cc2)s1)c1ccccc1
    1	68*	0	1.0	-3	24	21	2	3	15
16: C=COC(=O)CSc1nc(-c2cccs2)ccc1C#N
    -10	/	/	/	0	/	/	33*	-57	/

# The results go on:
# Results follow in this order: IEC-6 cytotox	aSyn 5UTR inh	GSK3B inh	HIF act	GSK3A inh	AI-2 QS mod	HSF1 activator	HSP90 inh	KLF5 inh	HSF1 inh
21: CCOC(=O)c1c(-c2ccc(OC)cc2)oc2ccc(OCC(N)=O)cc12
    -4	12	-1	0.0	-4	10	0	-2	-13	0
22: Cc1ccc(N/N=C(\C#N)C(=N)N2CCCCCC2)cc1
    2	-113	0	-4.2	0	2	48	5	-125	25
23: O=C(O)/C=C/c1ccc([N+](=O)[O-])o1
    -8	10	-1	0.6	1	6	-3	-1	-2	8
24: O=[N+]([O-])/C=C\c1ccc(N2CCCC2)c(F)c1
    7	-142	-3	1.8	/	13	79*	5	3	47
25: Cc1onc(-c2c(Cl)cccc2Cl)c1C(N)=S
    0	-3	1	0.7	-1	14	-8	-1	-10	-7
26: Cc1ccc2sc(N(CCCN(C)C)C(=O)c3ccc(S(=O)(=O)N4CCCCCC4)cc3)nc2c1C
    /	-33	0	0.4	-2	11	-5	/	/	-2
27: COc1cc(C(=O)Nc2ccc(NC(C)=O)cc2)ccc1OCc1ccccc1
    -5	-13	1	0.1	-2	25	8	4	-7	0
28: COCC(C)n1c(C)cc(C(=O)CSc2nc3ccccc3c(=O)[nH]2)c1C (stereo unspecified)
    11	-33	0	0.7	1	16	13	3	-11	-5
29: C[C@H](NC(=O)c1nc[nH]c1C(=O)N1CCN(C(=O)OC(C)(C)C)CC1)C(=O)OCc1ccccc1
    -1	18	1	-0.1	5	8	-2	-1	-1	5
30: Cc1ccc(CCCOC(=O)C[N+]2(C)CCCCC2)cc1
    -2	12	-1	-12	-2	20	-6	-3	-27	2
31: C/C(CC(=O)N1CCN(C=O)CC1)=N\NC(=O)c1ccc(Cl)cc1
    5	-5	2	0.4	-1	23	5	3	-5	-7
